Compound activity (PubChem)
IL1B NFkB pot: enhances IL-1B driven NFkB nuclear translocation | HUVEC IL-1B NFkB p65 nuclear translocation imaging | activation, % at 2 µM | 94,000 tested, 0.3% active;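 active = activation above 40%, about the mean plus 3 SD, also judged a hit on visual image review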;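 note: percent activation is computed from the nuclear over cytoplasmic p65 intensity ratio; values of inactives mirror those of a sister screen read the other way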
PLAP inhibition: PLAP enzyme inhibitors, biochemical, luminescence, HTS (AID 690); purified PLAP, luminescent substrate; higher % means a stronger effect; inhibition, % at 20 µM, or IC50 in µM where a hit was titrated; 96,000 tested, 0.08% active; in the data active = a potency from the dose series; inactive = the rest, 99 in 100 with inhibition below about 30%; note: strong numbers were not always called active
MRP reversal: compounds reversing MRP-mediated drug resistance; H69AR cells + 2 uM doxorubicin, CellTiter-Glo, 72 h; differential viability (reversal), % at 10 µM; 85,000 tested, 0.04% active; AID 602;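 active = viability drop by adding the cancer drug above about 55%, with treated viability meeting a 40% cutoff, limit read from the data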;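 note: viability without doxorubicin minus viability with 2 µM doxorubicin for each compound; larger differential means the compound sensitizes cells more to doxorubicin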
Bcl-B displacement: displacers of TR3 peptide from Bcl-B, primary screen, selectivity assay for Bfl-1 inhibitor project, biochemical, fluorescence polarization; FP displacement of FITC-TR3 peptide from Bcl-B; higher % means a stronger effect; displacement, % at 20 µM; hits with a dose series show IC50 in µM; 96,000 tested, 0.11% active; AID 748;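 active = displacement above 50% at 20 µM plus a fluorescence interference ratio under 1.5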;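 note: plate controls were wells without compound for no effect and wells lacking Bcl-B protein for full effect; a part of the inactive calls stands beside numbers as strong as those of hits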
NFkB transloc inh: blocks IL-1B driven NFkB nuclear translocation in HUVEC cells; HUVEC IL-1B NFkB p65 nuclear translocation imaging; inhibition, % at 2 µM; 94,000 tested, 0.43% active; AID 796;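 active = inhibition above about 30% together with a positive call from visual inspection of the well image, limit read from the data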;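 note: nuclear over cytoplasmic p65 intensity ratio measured by imaging; 0% = IL-1B stimulated DMSO wells and 100% = unstimulated DMSO wells; values of inactives mirror those of a sister screen read the other way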
MRP reversal cytotoxicity: further read-out of MRP reversal, marked with its call; viability, %; H69AR cells, CellTiter-Glo, 72 h; measured here: cytotoxicity without doxorubicin
MRP reversal with doxorubicin: recorded beside MRP reversal, whose call it bears; viability, %; measured here: viability with 2 uM doxorubicin; stronger effect = lower value
NFkB transloc inh cell count 2 µM: further read-out of NFkB transloc inh, marked with its call; cell count; measured here: cells passing quality filter;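 raw number of nuclei counted in each imaged well without normalization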
IL1B NFkB pot cell count 2 µM: also measured in IL1B NFkB pot; calls as there; cell count; measured here: cells passing quality filter
* = called active by the depositor; / = no result given.

The line under a structure holds: MRP reversal with doxorubicin	NFkB transloc inh	IL1B NFkB pot	NFkB transloc inh cell count 2 µM	PLAP inhibition	IL1B NFkB pot cell count 2 µM	MRP reversal cytotoxicity	Bcl-B displacement	MRP reversal
> CCOc1ccccc1N1Cc2ccccc2C1
→ 87	13	-13	154	-26%	154	98	0%	10
> CC(C)C(=O)Nc1cccc(C(=O)OCC(=O)c2ccc(Cl)cc2Cl)c1
→ /	14	-14	150	12%	150	/	-2%	/
> CSc1nc(-c2ccc(Cl)cc2)nn1S(=O)(=O)c1ccc(Cl)cc1
→ 85	8	-8	185	/	185	84	/	-1
> COC(=O)c1cc(=O)n(Cc2cccs2)c(=NCc2cccs2)s1
→ /	1	-1	176	-1%	176	/	2%	/
> S=c1[nH]nc(-c2ccccc2)n1C1C=CCCC1 (configuration not stated)
→ 95	/	/	/	-62%	/	98	7%	3
> COc1ccc(-c2ccc(-c3noc(C)n3)c(OC)n2)cc1
→ 93	1	-1	184	30%	184	108	-10%	15
> CCOC(=O)C(NC(=O)Nc1cccc(C)n1)(OCC(F)(F)F)C(F)(F)F (configuration not stated)
→ 80	-17	17	137	21%	137	92	-10%	12
> O=C(NNC(=O)C1CCCCC1)C(=O)NC1CCCCC1
→ /	-5	-3	85	-33%	129	/	0%	/
> CCC(=O)N1CCN(c2ccccc2NC(=O)COc2cc(C)ccc2C(C)C)CC1
→ 42	-2	2	75	-63%	75	36	-8%	-6
> O=C(OCc1ccc(Cl)cc1Cl)c1cccnc1Cl
→ 86	6	-6	175	-20%	175	112	2%	26
> O=C(O)c1c2c(nc3ccc(S(=O)(=O)N4CCC(C(=O)N5CCCCC5)CC4)cc13)CCCC2
→ 85	-17	17	71	-34%	71	104	2%	19
> O=C(NCc1ccco1)C(Cc1ccccc1)N1C(=O)C2C3C=CC(C3)C2C1=O (configuration not stated)
→ 79	-3	3	75	-69%	75	92	-7%	13
> CCOc1ccc(S(=O)(=O)NCc2ccco2)c2ccccc12
→ 95	5	-5	89	6%	89	101	-14%	5
> CC(NC(=O)Nc1nccs1)(C(F)(F)F)C(F)(F)F
→ 94	-14	14	155	18%	155	102	0%	8
> O=C(CSCC(=O)Nc1nccs1)Nc1ccccc1
→ 95	-3	3	168	-8%	168	98	-8%	3
> C=CCOc1ccc(C2/C(=C(\O)c3ccc(F)cc3)C(=O)C(=O)N2CCCN(C)C)cc1 (configuration not stated)
→ 97	-7	7	117	-43%	117	100	-3%	4
> COc1ccc(N2C(=O)CC(Sc3ncn[nH]3)C2=O)c(OC)c1 (configuration not stated)
→ 44	0	0	198	-58%	198	2	8%	-42
> COc1ccc(OC)c(-c2cc(C(=O)Nc3cc(C)on3)no2)c1
→ 79	1	-1	126	14%	126	93	1%	14
> O=C(N/N=C/c1cc(Br)ccc1O)C(=O)Nc1ccccc1OC(F)(F)C(F)F
→ /	11	-11	163	-5%	163	/	-9%	/
> Cc1occc1-c1nnc(SCC(=O)N2CCN(c3ccc(F)cc3)CC2)n1C
→ 83	6	-6	137	-16%	137	94	5%	11
> COc1ccc(-c2c(C#N)c(N)nc3c2CCCCCC3)cc1OC
→ 95	-6	6	163	-2%	163	89	-11%	-6
> CCCCN(C)C(=O)C1CCN(CCCc2ccccc2)CC1
→ 82	5	-5	96	-56%	96	75	-6%	-7
> Cc1ccc(C)c(NC(=O)CSc2nnc(Cc3cccn3C)n2-c2ccc(F)cc2)c1
→ 72	/	/	/	-8%	/	94	-2%	22
> CN(C)c1ccc(NC(=O)COC(=O)CCC(=O)c2ccc(F)cc2)cc1
→ /	-3	3	143	-18%	143	/	15%	/
> O=C(Cn1ncc2c(=O)oc3ccccc3c21)NCCCN1CCCC1=O
→ 91	-6	6	47	7%	47	101	-7%	10
> CC(C)CCN(C(=O)CNC(=O)c1ccco1)C(C(=O)NC1CCCCC1)c1ccco1 (configuration not stated)
→ 88	-23	23	194	-50%	194	81	2%	-8
> O=C(Cn1c(=O)n(Cc2ccco2)c(=O)c2ccccc21)Nc1cccc(Cl)c1
→ 89	/	/	/	0%	/	91	-6%	2
> COc1cc(/C=N/N=C2\CC3CCC2(C)C3(C)C)ccc1O (configuration not stated)
→ /	-19	19	211	-17%	211	/	-3%	/
> Clc1ccc(-c2nc3ccccc3n2OCc2ccccc2)cc1
→ /	6	-6	157	3%	157	/	-9%	/
> CC(=O)c1cnc2cc(C)nn2c1C
→ 92	-14	14	54	12%	54	98	-9%	7

Entries above that have two or more sulfur atoms (3):
The line under a structure holds: MRP reversal with doxorubicin	NFkB transloc inh	IL1B NFkB pot	NFkB transloc inh cell count 2 µM	PLAP inhibition	IL1B NFkB pot cell count 2 µM	MRP reversal cytotoxicity	Bcl-B displacement	MRP reversal
> CSc1nc(-c2ccc(Cl)cc2)nn1S(=O)(=O)c1ccc(Cl)cc1
→ 85	8	-8	185	/	185	84	/	-1
> COC(=O)c1cc(=O)n(Cc2cccs2)c(=NCc2cccs2)s1
→ /	1	-1	176	-1%	176	/	2%	/
> O=C(CSCC(=O)Nc1nccs1)Nc1ccccc1
→ 95	-3	3	168	-8%	168	98	-8%	3

(next part)
The line under a structure holds: MRP reversal with doxorubicin	NFkB transloc inh	IL1B NFkB pot	NFkB transloc inh cell count 2 µM	PLAP inhibition	IL1B NFkB pot cell count 2 µM	MRP reversal cytotoxicity	Bcl-B displacement	MRP reversal
> CCc1ccc(C(=O)N2CCN(c3ccc(F)cc3)CC2)s1
→ 78	4	-4	99	10%	99	76	-20%	-2
> O=S(=O)(Nc1ccc2c(c1)OCCO2)c1ccc2oc3ccccc3c2c1
→ 81	-6	5	126	-27%	126	100	-1%	19
> COc1ccc(S(=O)(=O)N2CCC(C(N)=O)CC2)c2ccccc12
→ 100	9	-9	147	-40%	147	88	-5%	-13
> CCOCCCn1c(SCC(=O)Nc2ccc(C(N)=O)cc2)nc2ccccc2c1=O
→ 80	-11	11	94	-2%	94	91	-5%	11
> CCN(CC)c1ccc(C2C(C(=O)OCCOC)=C(C)NC3=C2C(=O)CCC3)cc1 (configuration not stated)
→ /	-12	12	119	-38%	119	/	0%	/
> COc1c(Cl)cc(Cl)cc1CNCCNCC(C)O (configuration not stated)
→ /	1	-1	109	-22%	109	/	0%	/
> O=C(CN1C(=O)C2C3C=CC(C3)C2C1=O)NCc1ccc2c(c1)OCO2 (configuration not stated)
→ 88	6	-5	111	-5%	111	111	2%	22
> CC1(C)CC(=O)C2=C(C1)NC(=O)CC2c1ccc(F)cc1 (configuration not stated)
→ 77	4	-4	164	0%	164	84	28%	7
> COCCCNC(=O)c1c(N)n(/N=C/c2cccs2)c2nc3ccccc3nc12
→ 52	/	/	/	-14%	/	44	-35%	-8
> COC(=O)C(O)(NC(=O)NC(C)=O)C(F)(F)F (configuration not stated)
→ 94	6	-6	210	9%	210	95	3%	1
> COc1ccc(C)cc1NC(=O)c1nnn(Cc2cccc(F)c2)c1N
→ 73	-19	19	80	6%	80	77	-2%	4
> CN1CCN(S(=O)(=O)c2cccc(C(=O)Nc3nc(-c4ccccc4)cs3)c2)CC1
→ /	-17	17	189	-13%	189	/	7%	/
> CCC(=O)c1cc2c(C)cc(=O)oc2c(C)c1OC
→ 63	-11	11	159	/	159	80	/	17
> N#CC(C(=O)Nc1ccc(Cl)cc1)=C1Nc2ccccc2N1
→ 64	-6	6	192	8%	192	53	-9%	-11
> Cc1ccc(OCC(=O)N(C)CCc2ccccn2)cc1
→ 99	8	-8	158	12%	158	95	11%	-4
> COc1ccc(-n2c(C)cc(C=O)c2C)cc1Cl
→ 79	-2	2	156	10%	156	87	-6%	7
> Cc1noc(C)c1C(=O)OCC(=O)c1c(N)n(CC(C)C)c(=O)n(C)c1=O
→ 83	-1	1	192	-14%	192	85	7%	3
> O=C(Nc1ccon1)c1ccc(S(=O)(=O)N2CCCCCC2)cc1
→ 95	-16	16	128	-13%	128	92	-2%	-2
> O=C(O)c1ccc(NS(=O)(=O)c2ccc3c(c2)OCCO3)cc1
→ 104	9	-9	135	-17%	135	93	7%	-11
> Cc1ccc(-n2nnc3c(=O)n(CC(=O)OCc4ccccc4)cnc32)cc1
→ /	4	-4	72	5%	72	/	4%	/
> O=C1c2ccccc2C(=O)N1OCc1ccc(Cl)cc1
→ 94	-5	5	60	-8%	60	86	-4%	-8
> OC(CNCC(c1ccco1)N1CCCCC1)c1ccccc1 (configuration not stated)
→ 97	-6	6	109	-3%	109	96	2%	-1
> O=C1c2ccccc2-c2nccnc21
→ 78	4	-4	191	-10%	191	77	-4%	-1
> COC(=O)c1ccc(C(C(=O)NCc2ccccc2)N(Cc2cccs2)C(=O)c2cnccn2)cc1 (configuration not stated)
→ /	13	-13	125	-6%	125	/	-2%	/
> CCC1CCCCN1C(=O)Nc1cccc(NC(=O)N2CCCCC2CC)c1 (configuration not stated)
→ 99	0	0	138	-36%	138	90	4%	-9
> CCC(C)Sc1nc2ccccc2c(=O)[nH]1 (configuration not stated)
→ 87	0	0	94	/	94	84	/	-2
> Cc1csc(NC(=O)Nc2cccc(Cl)c2)n1
→ 90	-7	7	143	/	143	94	/	4
> Cc1cc(C(=O)N/N=C/c2cccc([N+](=O)[O-])c2)c(C)o1
→ /	-3	3	204	19%	204	/	2%	/
> Cc1ccc(SCC2CNc3nc4ccccc4c(=O)n32)c(C)c1 (configuration not stated)
→ /	-14	14	161	-46%	161	/	-8%	/
> COc1cc(C2C(C(C)=O)=C(O)C(=O)N2CCN(C)C)ccc1O (configuration not stated)
→ 91	/	/	/	-6%	/	93	-2%	3
> CCN(CC)C(=O)CSc1nc2cc(OC)c(OC)cc2c(=O)n1Cc1ccc(Cl)cc1
→ 56	4	-4	146	2%	146	87	6%	31
> CCOC(=O)CSc1cc(CS(=O)c2ccc(Cl)cc2)nc(-c2ccccc2)n1 (configuration not stated)
→ /	-12	12	119	-3%	119	/	9%	/
> CC(C)(C)c1ccc(OC(=O)c2ccc3nsnc3c2)cc1
→ 94	-10	12	118	36%	66	107	8%	13
> C=CCN1C(=O)C(Cc2ccc(F)cc2)S/C1=N/N=C/c1cccs1 (configuration not stated)
→ 93	-4	4	169	23%	169	95	7%	1
> Cc1ccccc1OCCn1c(=O)oc2ccccc21
→ 80	-20	20	191	4%	191	86	-5%	6
> Cn1c(SCc2nc3ccccc3[nH]2)nnc1-c1ccccn1
→ 81	-3	3	190	-55%	190	92	5%	11
> CN(Cc1ccccc1)Cc1nc2c(c(=O)n(C)c(=O)n2C)n1CCCc1ccccc1
→ 104	-3	3	142	-11%	142	106	-4%	2
> Nn1cc(-c2ccccc2)nc1SCC(=O)N1CCN(S(=O)(=O)c2ccccc2)CC1
→ 84	-8	7	164	-28%	164	94	5%	10
> Cc1nc2sc(C(c3ccco3)N3CCN(C(c4ccccc4)c4ccccc4)CC3)c(O)n2n1 (configuration not stated)
→ 66	/	/	/	-60%	/	69	0%	2
> O=C(Nc1ccc2c(c1)OCCO2)c1ccc2nccnc2c1
→ 77	5	-5	130	34%	130	69	-10%	-7
> CCOc1cc(C)c(Cl)cc1S(=O)(=O)NCC1CCCO1 (configuration not stated)
→ 116	10	-10	52	-21%	52	89	-10%	-27
> FC(F)Sc1nnc(-c2cccs2)n1-c1ccccc1
→ 70	-1	1	118	31%	118	90	-4%	21
> Cc1cc(NC(=O)CSc2nc3ccccc3c(=O)n2C(C)c2ccccc2)no1 (configuration not stated)
→ 99	13	-13	141	27%	141	74	1%	-24
> COc1ccc(CN2C(=O)C(O)(CC(=O)c3ccc4c(c3)OCO4)c3ccccc32)cc1OC (configuration not stated)
→ 75	-9	9	86	-34%	86	28	-3%	-47
> CCOc1ccccc1N1CC(C(=O)Nc2nccs2)CC1=O (configuration not stated)
→ 103	/	/	/	10%	/	108	3%	4
> Cc1ccc(C)c(-n2c(SCC(=O)NCC3CCCO3)nnc2-c2ccoc2C)c1 (configuration not stated)
→ 88	-8	8	164	-54%	164	93	-2%	5
> Cc1cc(NS(=O)(=O)c2ccc(NC(=O)c3cc4ccccc4o3)cc2)no1
→ /	3	-3	143	-7%	143	/	-10%	/
> CCOc1ccc(CCNC(=O)C2CCN(c3ccc(N4CCOCC4)nn3)CC2)cc1OCC
→ 83	2	-2	78	-38%	78	89	-6%	6
> COc1ccc(N2CCn3c2nc2c3c(=O)n(CCc3ccccc3)c(=O)n2C)c(OC)c1
→ 65	2	-2	137	15%	137	67	3%	2
> CCn1c(=O)cc(OCC(=O)NCc2ccc(C)o2)c2ccccc21
→ /	-32	32	162	-6%	162	/	-8%	/

Some of the compounds tested; the hit share may differ from the screen's.
